# SUMO1-SIM PPI: SUMO1-SIM interaction modulation. inhibition, % at 20 µM. hit rate 0.33% among 360,000. AID 602429. P63165. SUMO1 binding to a labelled peptide, TR-FRET, 1 h; in the data active means inhibition above about 37%
# DNMT1 inh: blocks human DNA methyltransferase DNMT1 | P26358 | DNMT1 molecular beacon, Hinp1I cleavage, fluorescence | inhibition (reported as % activation of signal), % at 10 µM | hit rate 0.83% among 360,000; in the data active means inhibition above about 50%
# STEP block: STEP (human) phosphatase inhibition | inhibition, % at 20 µM | hit rate 0.25% among 360,000 | P54829 | recombinant STEP, OMFP fluorogenic substrate, fluorescence;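 active means inhibition at 20 µM, scaled per plate between control wells, above about 37%, limit read from the data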;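 further: 0% = DMSO with enzyme and substrate and 100% = substrate only without enzyme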
#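 Material: STEP (striatal-enriched tyrosine phosphatase) enzyme, cell-free | Medium: 50 mM Bis-Tris pH 6.0 with 2.5 mM DTT and 0.005% Tween 20 | Read-out: Percent inhibition scaled to no-enzyme and uninhibited-enzyme controls, plate-pattern corrected | Signal: Fluorescence read at 480 nm ex / 540 nm em | Times: 20 min reaction, room temperature, in the dark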
# Scp1 inh: inhibitors of human Scp-1 phosphatase; Q9GZU7; Recombinant Scp1, phosphopeptide, malachite green phosphate absorbance; inhibition, % at 20 µM; hit rate 0.88% among 340,000; AID 493091;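 active means inhibition above about 50% at 20 µM, limit read from the data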;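 further: plate controls were DMSO wells with enzyme for no effect and wells lacking enzyme for full effect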
#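 System: SCP-1 catalytic domain; Reagent: Phospho 17-mer peptide substrate; Doses: one concentration, 20 µM, with 1.0% DMSO; Incubation: 45 min room-temperature reaction, 5 min colour, 30 min stabiliser; Signal: Phosphate-binding colour reagent, absorbance read at 630 nm.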
# NRP1-CendR mod: NRP-1/CendR interaction modulation; FAM-RPARPAR peptide binding to NRP-1, fluorescence polarization; inhibition, % at 25 µM; hit rate 0.85% among 360,000;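 active means inhibition or corrected inhibition above about 18%, plus a signal ratio from 0.5 to 1.5, limit read from the data, passing the limit was not always enough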; further: strong numbers were not always called active
# Target sequence (O14786 whole entry, looked up): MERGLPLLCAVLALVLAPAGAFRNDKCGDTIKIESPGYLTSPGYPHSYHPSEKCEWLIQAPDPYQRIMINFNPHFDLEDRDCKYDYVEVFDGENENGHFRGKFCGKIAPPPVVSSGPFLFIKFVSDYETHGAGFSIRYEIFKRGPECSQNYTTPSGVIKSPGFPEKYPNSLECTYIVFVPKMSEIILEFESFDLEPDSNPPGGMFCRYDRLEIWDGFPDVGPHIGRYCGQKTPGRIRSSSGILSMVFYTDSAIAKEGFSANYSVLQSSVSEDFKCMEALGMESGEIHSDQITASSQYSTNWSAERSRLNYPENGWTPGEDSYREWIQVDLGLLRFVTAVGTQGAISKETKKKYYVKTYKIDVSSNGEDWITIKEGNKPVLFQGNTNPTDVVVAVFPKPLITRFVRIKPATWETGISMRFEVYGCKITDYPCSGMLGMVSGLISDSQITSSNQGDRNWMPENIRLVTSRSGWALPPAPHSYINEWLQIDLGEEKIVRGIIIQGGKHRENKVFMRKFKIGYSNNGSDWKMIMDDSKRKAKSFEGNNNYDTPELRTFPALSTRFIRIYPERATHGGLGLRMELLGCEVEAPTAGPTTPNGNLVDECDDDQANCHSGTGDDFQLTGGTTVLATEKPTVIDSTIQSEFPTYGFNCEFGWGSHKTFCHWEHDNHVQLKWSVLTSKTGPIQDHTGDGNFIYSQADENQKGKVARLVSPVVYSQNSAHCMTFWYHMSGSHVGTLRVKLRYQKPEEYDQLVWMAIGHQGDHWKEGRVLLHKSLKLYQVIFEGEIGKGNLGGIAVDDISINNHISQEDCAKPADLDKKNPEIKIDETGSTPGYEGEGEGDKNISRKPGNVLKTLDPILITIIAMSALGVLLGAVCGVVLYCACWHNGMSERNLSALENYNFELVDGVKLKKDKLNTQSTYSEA
# NadD inh: NadD (S. aureus) enzyme inhibition; purified NadD enzyme, colorimetric absorbance read-out; inhibition, % at 20 µM; hit rate 0.78% among 360,000; in the data active means inhibition above about 26%; further: some compounds past the cut are filed as inactive
# SKN-1 inh: inhibitors of C. elegans SKN-1 | C. elegans VP596 Pgst-4::GFP/RFP ratio, acrylamide-induced, 24 h | inhibition, % at 21.8 µM | hit rate 0.49% among 360,000;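 active means interference check ratio from 0.5 to 1.5 plus GFP to RFP signal ratio inhibition reaching or exceeding a fixed threshold, cut at about 30% in these data, passing the limit was not always enough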; further: some compounds called inactive have numbers as strong as hits
# LMPTP block: LMPTP (human) inhibition | P24666 | recombinant LMPTP-A, OMFP fluorogenic substrate, fluorescence intensity | inhibition, % at 20 µM | hit rate 0.22% among 360,000 | AID 651560;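 active means compounds that cut the enzyme signal by at least half of the control window in the single-dose screen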;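 further: plate controls were DMSO wells with enzyme plus substrate for no effect and substrate without enzyme for full effect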
# Target sequence (P24666 whole entry, looked up): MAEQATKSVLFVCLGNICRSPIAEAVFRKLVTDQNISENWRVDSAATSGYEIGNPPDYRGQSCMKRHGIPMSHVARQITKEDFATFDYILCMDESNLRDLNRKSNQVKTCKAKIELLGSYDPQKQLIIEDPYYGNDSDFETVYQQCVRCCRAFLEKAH
#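 test system = LMPTP-A | amount = 0.625 nM LMPTP-A final | reagent = fluorogenic phosphatase substrate OMFP at 400 µM final | incubation = 50 min at room temperature | benchmarks = no-enzyme low control, uninhibited high control | medium = Bis-Tris pH 6.0, DTT, detergent | signal = fluorescence intensity of OMFP turnover product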
# TbMetRS inhib: blocks T. brucei methionyl-tRNA synthetase activity; purified T. brucei MetRS, ATP depletion, Kinase-Glo luminescence; inhibition, % at 11.9 µM; hit rate 0.4% among 360,000; AID 624268;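 active means inhibition above a per-plate cutoff of the control wells' mean inhibition plus 3 SD, cut at about 5.5% in these data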;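 further: 0% = DMSO wells median and 100% = median of wells with control inhibitor compound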
#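 Dosing: 11.9 µM compound single dose, 0.9% DMSO; Assay system: purified T. brucei MetRS enzyme; Measured by: Kinase-Glo luciferase luminescence reporting remaining unconsumed ATP; Schedule: 15 min plus 2 h at 25 °C.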
# Neddylation inh: inhibitors of human cullin neddylation. calls only at 25 µM. TR-FRET cullin neddylation, biochemical. hit rate 0.58% among 360,000. AID 651699; in the data active means inhibition above about 36%
# Starred values were filed as active, the others as inactive; i = inactive; nt = no result given; + = active, no number.
SMILES,SUMO1-SIM PPI,DNMT1 inh,STEP block,Scp1 inh,NRP1-CendR mod,NadD inh,SKN-1 inh,LMPTP block,TbMetRS inhib,Neddylation inh
O=C(CSc1nnc(Cc2cccs2)n1Cc1ccco1)Nc1ccc(Br)cc1,1.6,-7.1,-2.3,8.9,-13.4,5.9,-0.6,0.0,-0.1,i
CCOc1ccc(Cc2nnc(SCC(=O)Nc3ccc(C(C)=O)cc3)[nH]c2=O)cc1,13.2,-4.1,1.5,1.0,0.9,4.8,6.3,-0.7,-0.3,i
CCCN1c2cccc3cccc(c23)S1(=O)=O,-10.8,-3.0,2.5,-10.0,1.1,-3.6,-0.9,-0.5,0.2,+
O=C(NN1CCCCC1)NN1CCCCC1,-1.6,5.4,-0.7,nt,-6.5,7.3,-0.2,-1.2,-0.7,i
NS(=O)(=O)c1ccc(NC(=O)CSc2n[nH]c(=O)n2C2CC2)cc1,0.7,-1.2,1.8,-1.4,4.6,-1.0,5.7,-1.0,-0.1,i
COC(=O)C1CCN(C(=O)COC(=O)c2cc(S(=O)(=O)N3CCOCC3)ccc2C)CC1,1.6,3.9,1.1,-2.7,8.2,3.4,12.1,-0.5,-0.3,i
Cc1cc(C)cc(OCCCCn2cncn2)c1,2.1,-0.9,-1.9,-5.0,6.3,-2.5,-0.6,-2.1,-0.3,i
Cc1ccc(S(=O)(=O)NC(=O)c2cccn2C)cc1,3.8,1.7,0.7,-0.3,0.2,-1.4,-21.7,-0.5,-0.7,i
COc1cc(CCC(=O)Nc2ccc(Cl)c(C(F)(F)F)c2)cc(OC)c1OC,2.2,-3.8,-4.7,-9.6,-6.6,-9.1,-6.9,2.7,0.2,i
COc1ccc(OCC(=O)NCCNC(=O)c2ccccn2)cc1,4.2,2.2,-0.8,-1.4,6.8,0.8,1.7,-0.2,-0.1,i
O=C(/C=C/c1ccc([N+](=O)[O-])cc1)NCc1ccccn1,-27.5,1.7,0.0,3.0,3.5,0.1,-0.2,-0.8,-1.5,i
Cc1cccc(-n2[nH]c(C)c(C=Nc3ccc4[nH]c(=O)[nH]c4c3)c2=O)c1,-12.1,-1.3,-1.5,0.3,-1.9,-13.9,-1.0,-0.1,-0.6,i
COc1ccc(NC(=O)Nc2cccc3c2O[C@H](CN(C)C(=O)NC2CCCCC2)[C@@H](C)CN([C@H](C)CO)C3=O)cc1,2.5,-1.5,-2.0,-2.7,14.1,2.7,22.5,-0.9,0.7,i
CCOc1ccc2nc(SCc3ccc(OC)cc3)sc2c1,3.4,-2.8,1.6,-6.7,16.2,6.8,5.0,1.3,-1.0,i
CC(=O)Nc1ccc(NS(=O)(=O)c2ccccc2)cc1,0.7,-2.8,-1.9,-6.1,-5.4,-5.5,6.4,0.0,-0.5,i
Cc1ccc(-c2nc3cc(NS(=O)(=O)c4ccc(C)cc4)ccc3o2)cc1,-1.4,-20.1,1.3,-12.7,8.9,-6.2,-8.1,7.5,-0.2,nt
Cc1ccc(-c2cc(C(F)(F)F)n3nc(C(=O)Nc4ccon4)cc3n2)cc1C,4.2,9.2,2.6,-5.8,6.6,-3.1,13.0,-0.6,0.5,i
COc1ccc(-n2nnnc2C2(C)CCC(=O)N2Cc2ccccc2)cc1 (stereo unspecified),-3.2,nt,nt,nt,-5.3,nt,-0.5,-0.6,0.0,i
O=C(Nc1ccc(Cl)cc1)OCc1cc(-c2ccccc2)on1,2.2,-0.4,-4.6,-4.3,-5.4,5.2,16.7,-0.2,-0.2,i
CN(C)S(=O)(=O)c1cc(NC(=O)COC(=O)CCc2ccccc2)ccc1Cl,-5.8,-2.8,0.8,-12.4,-4.3,-12.7,18.3,2.1,0.6,i
O=C1c2ccc(Oc3ccc([N+](=O)[O-])cc3)cc2C(=O)N1c1ccncc1,-18.6,-1.3,-0.7,-3.7,5.0,6.8,1.0,0.9,0.7,i
CCOC(=O)NC(=O)CSc1nnc(C)s1,-1.1,2.4,-2.8,4.5,4.9,-1.5,9.6,-1.4,-0.8,i
COCC(=O)NC1CCN(S(=O)(=O)c2cccc(C(C)=O)c2)CC1,-0.4,-0.8,2.9,6.7,7.2,6.6,-1.5,-1.6,-0.7,i
CCOC(=O)Nc1ccc2c(CN3CCC(C(=O)OC)CC3)cc(=O)oc2c1,-14.8,0.6,-0.9,5.3,-14.9,-3.6,7.2,-1.2,-0.6,nt
CC(C)(CC(=O)O)CC(=O)N1CCCN(c2nccc(C(F)(F)F)n2)CC1,-3.8,0.9,-1.9,-6.5,16.6,-1.9,27.1,-1.7,-0.8,i
Nc1c(-c2ccc(Cl)cc2)cnn1C1CCS(=O)(=O)C1 (stereo unspecified),-0.4,0.6,5.5,-0.4,6.3,2.3,8.9,-1.1,-0.2,i
Cc1cccc(NC(=O)c2ccc(N3C(=O)C4CCCCC4C3=O)cc2)c1C (stereo unspecified),2.4,0.4,0.4,1.0,7.2,-2.9,5.0,1.5,-0.2,i
COc1ccc(-c2cc3nc(C)c(C)c(N4CCN(C(=O)c5ccoc5)CC4)n3n2)cc1,8.5,-0.6,1.1,nt,0.3,4.4,7.3,0.9,-1.2,nt
Cc1ccc(OCC(=O)N/N=C/C=C/c2ccco2)cc1,0.4,26.2,-0.6,72.8*,-20.7,15.7,12.9,3.3,-2.9,i
NC(=O)C1Cc2ccccc2CN1S(=O)(=O)c1cccs1 (stereo unspecified),2.0,-3.4,-2.2,6.2,21.0,-7.5,-2.8,-0.2,2.3,i
COc1ccc(S(=O)(=O)NCC(=O)Nc2cccc(C)c2C)cc1OC,-2.9,-0.1,-0.2,-26.3,-1.3,3.8,-3.4,0.3,-0.4,i
O=C(Cn1nc(C(=O)O)c2ccccc2c1=O)Nc1cc(S(=O)(=O)N2CCCCC2)ccc1Cl,0.5,15.3,-0.9,0.7,-9.3,23.5,-16.5,1.1,-0.4,i
CCCN(CC(=O)Nc1ccccc1C)C(=O)Cc1n[nH]c(=O)c2ccccc12,0.6,0.7,-1.9,-2.5,10.6,2.9,10.6,-1.1,-0.2,i
COc1ccc(C(=O)NCCCc2ccccc2)cc1,0.7,-3.0,4.1,-10.8,16.5,-3.4,14.3,-1.2,-0.3,i
O=C(c1ccc(CSCc2ccccc2F)o1)N1CCN(c2ccc(N3CCOCC3)nn2)CC1,-8.5,-3.4,-0.3,9.7,-8.6,7.8,-4.7,-1.0,-0.7,nt
NS(=O)(=O)c1cccc(NC(=O)c2cncc(Br)c2)c1,-5.0,0.3,0.8,-10.6,-1.4,-1.1,-7.1,-0.7,-0.5,i
O=c1[nH]c2ccc([N+](=O)[O-])cc2[nH]1,-33.6,-5.3,1.5,-3.8,11.2,-0.2,7.5,-0.3,-0.2,i
Cc1ccc(Nc2nnc(SCC(O)=C(C#N)c3nc4ccccc4[nH]3)s2)c(C)c1,19.0,-23.5,-1.5,-9.5,-47.8,30.5*,13.3,-0.6,-0.1,i
O=C1CCC[C@@H]2[C@H](Cc3ccccc3)[C@@H](O)C[C@@H]3CCN1[C@@H]32,0.5,6.2,2.6,-5.9,1.9,-2.9,-6.8,-0.8,0.0,i
COc1ccc(Br)cc1C(=O)Nc1ccc(C(=O)NCC(C)C)cc1,2.2,-0.3,-0.2,-8.1,2.7,-0.8,-8.4,-0.3,0.0,i
COC(=O)C[C@@H]1C=C[C@H](NC(=O)c2cnccn2)[C@@H](CO)O1,2.0,nt,nt,nt,7.8,nt,-2.7,-0.7,-0.6,i
COCCCNc1nc2ccccc2nc1NS(=O)(=O)c1ccc(OC)cc1,1.1,-0.5,0.0,-9.1,6.2,-2.1,15.0,-0.1,0.0,nt
CCC(=O)Nc1cc(=O)[nH]c2nc(-c3ccc(Cl)cc3)nn12,11.0,1.1,2.9,-4.1,-6.8,-6.5,-5.1,-1.5,-0.6,i
COCC(=O)Nc1ccc(N2CCOCC2)c(S(=O)(=O)Nc2ccc(OC)cc2)c1,25.8,-2.5,-1.4,-6.8,7.8,3.6,15.2,-1.2,-0.1,i
COc1ccc(C(=O)NCCn2cc(SCC(=O)Nc3cc(C)on3)c3ccccc32)cc1OC,3.5,-1.0,-1.1,0.0,-8.1,-4.7,2.2,0.1,-0.1,i
COc1ccc2oc(=O)c(C(=O)Nc3cccc(C(C)=O)c3)cc2c1,-12.6,-2.1,0.2,-9.4,6.2,-3.8,6.3,1.5,-0.4,i
O=C(Cc1ncc(C(F)(F)F)cc1Cl)N1CCN(c2ccccn2)CC1,1.5,9.1,-3.0,7.4,3.7,-3.5,-18.8,-1.3,-0.8,i
COCCNC(=O)[C@H]1N2C(=O)c3c(ccc(OC)c3OC)C2SC1(C)C (stereo partly specified),3.3,-4.3,-1.4,1.4,-13.8,-0.7,22.2,-1.1,-1.1,i
COc1ccc(N2C(=O)CC(Sc3nccc(C)n3)C2=O)c(OC)c1 (stereo unspecified),4.9,3.2,-2.2,nt,-0.2,2.1,11.6,-0.1,0.4,i
COc1cc2cc(CCCOC(=O)CCC(=O)O)oc(=O)c2cc1OC,3.2,1.9,-0.2,1.2,-3.5,1.5,-4.2,-2.6,-0.5,i

# Retrieved by structure from the entries so far:
SMILES,SUMO1-SIM PPI,DNMT1 inh,STEP block,Scp1 inh,NRP1-CendR mod,NadD inh,SKN-1 inh,LMPTP block,TbMetRS inhib,Neddylation inh
COCCCNc1nc2ccccc2nc1NS(=O)(=O)c1ccc(OC)cc1,1.1,-0.5,0.0,-9.1,6.2,-2.1,15.0,-0.1,0.0,nt
CN(C)S(=O)(=O)c1cc(NC(=O)COC(=O)CCc2ccccc2)ccc1Cl,-5.8,-2.8,0.8,-12.4,-4.3,-12.7,18.3,2.1,0.6,i

# (cont.)
SMILES,SUMO1-SIM PPI,DNMT1 inh,STEP block,Scp1 inh,NRP1-CendR mod,NadD inh,SKN-1 inh,LMPTP block,TbMetRS inhib,Neddylation inh
COc1ccccc1NC(=O)Cn1cnc2c(oc3nc4c(cc32)CCCC4)c1=O,-4.9,-2.0,-1.0,-6.2,-4.0,2.0,-1.7,-0.3,0.9,i
Cc1ccc(-c2sc(-c3ccccc3)nc2CC(=O)Nc2ccccc2F)cc1,-0.9,-2.5,1.2,-4.8,-1.2,0.8,-6.6,0.8,-0.6,i
O=C(Nc1ccnn1C1CCN(C(=O)c2cccnc2)CC1)c1cccc(F)c1,2.2,0.7,-4.3,nt,14.2,-2.0,5.6,-1.0,-0.2,i
CCc1ccccc1Nc1nc(N)nc(CSCC(=O)Nc2ccc(C)c(C)c2)n1,3.1,-0.3,-0.6,-6.0,-4.3,-4.4,5.7,0.8,-0.5,i
COc1cccc(C2CC(c3cccc(OC)c3)n3nc(N)nc3N2)c1 (stereo unspecified),3.7,-2.4,-0.9,10.9,-20.7,0.9,1.1,-1.4,1.6,i
COc1ccc(C(=O)Nc2cccc(NC(C)=O)c2)cc1,-1.1,3.0,-2.6,nt,3.7,2.4,-0.9,-2.1,-0.2,i

# Screens from PubChem.
